XBP1 UPR activ: activators of adaptive XBP1 UPR arm, primary screen, cell-based, CHO-XBP1 luciferase reporter, luminescence, uHTS | IRE1-XBP1 UPR activation; percent of tunicamycin response, DMSO as zero | activation, % at 20 µM | 330,000 tested, 0.33% active;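 active = versus positive control, 20 µM dose yields 30% or more activation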;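 note: 100% = tunicamycin at 10 µg/mL and 0% = DMSO only wells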
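Material: CHO-XBP1 cells stably carrying IRE1-XBP1-driven luciferase reporter | Medium: F12 with 10% serum | Compound dosing: 20 µM single concentration, DMSO 1% | Incubation: Overnight seeding at 37 °C, 6 h compound treatment at 37 °C | Detection: Steady-Glo luminescence read | Read-out basis: % activation of reporter signal versus tunicamycin and DMSO controls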
CHOP UPR activ: activators of apoptotic CHOP UPR arm, primary screen, cell-based, CHO-CHOP luciferase reporter, luminescence, uHTS. AID 449763, 2010. 330,000 tested, 0.34% active. activation, % at 10 µM. UPR activation; percent of tunicamycin response over DMSO baseline;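 active = at 10 µM dose, activation of 40% or more, normalized to positive control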;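 note: 100% = tunicamycin at 10 µg/mL and 0% = DMSO alone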
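assay system = CHO CHOP reporter cells | amount = 500 CHO-CHOP cells per well | buffer or medium = F12 with 10% FBS | incubation = 16-18 h cell attachment, then 6 h compound exposure, 37 °C | detection = luminescence read with Steady-Glo | read-out = percent activation relative to tunicamycin control | controls = tunicamycin high control, DMSO low control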
Jurkat NFkB inh: inhibitors of induced NF-kB luciferase reporter, primary screen, TCR NF-kB activation inhibitor project, cell-based, luminescence, uHTS; Jurkat, PMA/ionomycin-induced NF-kB luciferase reporter; inhibition, % at 4 µM; 330,000 tested, 0.53% active; in the data active = inhibition above about 50%
TIM10 inh: growth inhibitors of isogenic TIM10 control yeast, primary screen, counter-screen for tim10-1 yeast inhibitor project, luminescence, uHTS. S. cerevisiae TIM10 strain growth, BacTiter-Glo luminescence, 24 h. inhibition, % at 10 µM. 330,000 tested, 1.4% active;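 active = inhibition of 40% or more at the single tested concentration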;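 note: wild-type TIM10 isogenic control strain grown at permissive 25 °C; 0% = DMSO yeast wells and 100% = minimal medium wells without yeast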
Mdm2-MdmX inh: inhibitors of human Mdm2-MdmX association, primary screen, cell-based, luminescence, split luciferase, SaOS-2, uHTS | SaOS-2 split-luciferase Mdm2/MdmX complementation | Protein Mdm4 (Homo sapiens) + E3 ubiquitin-protein ligase Mdm2 (Homo sapiens), … | 330,000 tested, 3% active | AID 485346, 2010 | inhibition, % at 8 µM;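 active = inhibition of at least 50% at 8 µM in the primary screen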
Target sequence (O15151 whole entry, looked up): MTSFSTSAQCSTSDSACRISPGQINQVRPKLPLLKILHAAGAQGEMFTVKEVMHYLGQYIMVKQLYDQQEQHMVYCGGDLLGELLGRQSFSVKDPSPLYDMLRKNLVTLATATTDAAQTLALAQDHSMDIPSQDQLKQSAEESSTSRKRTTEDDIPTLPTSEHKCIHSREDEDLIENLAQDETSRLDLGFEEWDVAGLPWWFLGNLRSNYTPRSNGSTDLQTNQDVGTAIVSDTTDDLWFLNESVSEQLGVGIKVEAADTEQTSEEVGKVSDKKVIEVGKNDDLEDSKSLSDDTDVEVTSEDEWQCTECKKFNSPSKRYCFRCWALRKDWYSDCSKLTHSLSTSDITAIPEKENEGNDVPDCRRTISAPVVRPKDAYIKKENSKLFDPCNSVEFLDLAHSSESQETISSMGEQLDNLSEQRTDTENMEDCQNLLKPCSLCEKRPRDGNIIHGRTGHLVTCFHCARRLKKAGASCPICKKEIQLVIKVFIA
Target sequence (Q00987 whole entry, looked up): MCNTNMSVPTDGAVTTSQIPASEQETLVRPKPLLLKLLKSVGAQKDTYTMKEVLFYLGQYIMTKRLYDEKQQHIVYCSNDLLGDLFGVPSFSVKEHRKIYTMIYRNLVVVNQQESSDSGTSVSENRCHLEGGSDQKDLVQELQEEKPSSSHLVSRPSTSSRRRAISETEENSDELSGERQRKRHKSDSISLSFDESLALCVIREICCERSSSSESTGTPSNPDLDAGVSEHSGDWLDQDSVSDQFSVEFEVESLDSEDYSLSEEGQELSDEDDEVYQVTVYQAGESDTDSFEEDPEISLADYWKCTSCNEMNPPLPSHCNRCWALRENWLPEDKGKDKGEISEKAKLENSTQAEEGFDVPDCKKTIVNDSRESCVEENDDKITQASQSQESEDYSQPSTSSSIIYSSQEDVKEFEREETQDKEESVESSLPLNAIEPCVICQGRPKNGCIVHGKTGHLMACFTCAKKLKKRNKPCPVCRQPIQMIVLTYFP
tim23-1 inh: growth inhibitors of tim23-1 mutant yeast, primary screen, luminescence, uHTS. S. cerevisiae tim23-1 growth, BacTiter-Glo luminescence, 24 h. inhibition, % at 20 µM. 330,000 tested, 1.3% active;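 active = growth inhibition of the mutant yeast at or above 50%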;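 note: temperature-sensitive mutant grown at 25 °C; plate controls were DMSO-treated mutant yeast for no effect and medium wells lacking yeast for full effect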
tim10-1 inh: growth inhibitors of tim10-1 mutant yeast, primary screen, luminescence, uHTS | S. cerevisiae tim10-1 ts strain growth, BacTiter-Glo, 24 h | inhibition, % at 20 µM | 330,000 tested, 2.2% active;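 active = inhibition of at least 40%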;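 note: mutant grown at 25 °C; 0% = DMSO wells with yeast and 100% = wells holding no yeast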
697 NFkB inh: inhibitors of PMA/ionomycin-induced NF-kB reporter, 697 cells, primary screen, B-cell NF-kB inhibitor project, cell-based, luminescence, uHTS | 697 B-cell NF-kB luciferase reporter, 16 h | inhibition, % at 4 µM | 330,000 tested, 0.33% active | AID 435022, 2010; in the data active = inhibition above about 35%
Numbers without * were called inactive.

No. | canonical_smiles | XBP1 UPR activ | tim23-1 inh | tim10-1 inh | Mdm2-MdmX inh
1 | CC1CCCC(C)N1C(=O)c1cc(-c2ccc3c(c2)OCO3)on1 (stereo unspecified) | -4 | 47 | 15 | -88
2 | CC(=O)c1cccc(N(C(=O)Cn2nnc3ccccc32)C(C(=O)NCc2ccccc2)c2ccccn2)c1 (stereo unspecified) | -2 | 7 | 13 | 13
3 | Cc1ccccc1OCc1nnc(SCC(=O)N2CCc3ccccc32)n1C | -2 | 20 | 22 | -29
4 | COC(=O)CNC(=O)Cn1ccc2ccccc2c1=O | 0 | -4 | 4 | 18
5 | COc1ccc(CCC(=O)N(C)CC(=O)Nc2ccc(Cl)c(C(F)(F)F)c2)cc1 | -5 | 36 | 21 | 23
6 | C/C=C/C(=O)OCC(=O)Nc1cccc(Br)c1 | 2 | -19 | 3 | 33
7 | COCc1cc(=O)oc2cc(NS(=O)(=O)c3ccc(C)cc3)ccc12 | -2 | -7 | -4 | 27
8 | CCn1cc(C2=NOC(C(=O)Nc3cc(OC)c(Cl)cc3OC)C2)c(C)n1 (stereo unspecified) | 2 | 11 | 14 | 5
9 | COc1ccc(C(=O)N(C)Cc2ccccc2)cc1Br | -1 | 5 | 8 | 18
10 | Cn1nc(C(=O)NNC(=O)c2cccc(Cl)c2)c2ccccc2c1=O | 2 | 8 | -8 | 17
11 | CCc1nnc(NC(=O)CN2C(=O)/C(=C/c3ccc(OC)c(OC)c3)SC2=S)s1 | -4 | 1 | 8 | -26
12 | CCCC(CCC)C(=O)NCCN1CCOCC1 | -1 | -2 | -18 | 6

No. | 697 NFkB inh | CHOP UPR activ | TIM10 inh | Jurkat NFkB inh
1 | -98 | 4.5 | 6 | -93
2 | -12 | -0.5 | 4 | -16
3 | -10 | -0.4 | 7 | -11
4 | -1 | 0.0 | -6 | 13
5 | -7 | 1.9 | 20 | 11
6 | 8 | 2.3 | 4 | 8
7 | 9 | 0.3 | -6 | 1
8 | 16 | -1.3 | 16 | 17
9 | 1 | 1.3 | -11 | 6
10 | 22 | -0.6 | -4 | -4
11 | 31 | 0.2 | -16 | 11
12 | 3 | -1.0 | -2 | 7

6 entries out of the list above, arranged by the value under 697 NFkB inh, smallest number first:
| item | molecule | 697 NFkB inh |
| --- | --- | --- |
| 2 | CC(=O)c1cccc(N(C(=O)Cn2nnc3ccccc32)C(C(=O)NCc2ccccc2)c2ccccn2)c1 (stereo unspecified) | -12 |
| 5 | COc1ccc(CCC(=O)N(C)CC(=O)Nc2ccc(Cl)c(C(F)(F)F)c2)cc1 | -7 |
| 9 | COc1ccc(C(=O)N(C)Cc2ccccc2)cc1Br | 1 |
| 12 | CCCC(CCC)C(=O)NCCN1CCOCC1 | 3 |
| 7 | COCc1cc(=O)oc2cc(NS(=O)(=O)c3ccc(C)cc3)ccc12 | 9 |
| 8 | CCn1cc(C2=NOC(C(=O)Nc3cc(OC)c(Cl)cc3OC)C2)c(C)n1 (stereo unspecified) | 16 |

Carrying on:
No. | canonical_smiles | XBP1 UPR activ | tim23-1 inh | tim10-1 inh | Mdm2-MdmX inh
13 | Cc1ccc(C)c(OCCC(=O)N2CCN(S(=O)(=O)c3cc(F)ccc3F)CC2)c1 | 0 | 26 | 9 | 32
14 | CC(=O)c1cc2c(cc1NC(=O)Cn1nc(-c3ccc(F)cc3)ccc1=O)OCO2 | -5 | 30 | 16 | 26
15 | Nc1c(S(=O)(=O)c2cccs2)c2nc3ccccc3nc2n1Cc1ccccc1 | 2 | 5 | 7 | 32
16 | Cc1ccc(Cl)cc1N1CCN(C(=O)c2ccccc2SCC(=O)N2CCCC2)CC1 | -3 | 12 | 7 | 20
17 | CC(=O)c1c(COC(=O)c2ccc(C)cc2)nc2ccccc2[n+]1[O-] | -6 | 7 | -19 | 21
18 | COC(=O)CCS(=O)(=O)c1ccc(Cl)c(Cl)c1 | -1 | 15 | 10 | -5
19 | Cc1ccc(-c2csc3ncn(CC(N)=O)c(=O)c23)cc1C | -3 | 14 | 6 | 28
20 | Cc1ccc(S(=O)(=O)/N=C(/NNC(=O)c2cccc(Cl)c2)c2ccccc2)cc1 | 0 | 9 | -2 | -82
21 | COc1ccc(Nc2nc3ccc(C)cc3cc2C#N)c(OC)c1 | -1 | -2 | 14 | -21
22 | CC(=O)Oc1ccc2oc(/C=C/N(C)C)c([N+](=O)[O-])c2c1 | 3 | 23 | 26 | 2
23 | CCOC(=O)c1cc(=O)n(Cc2ccccc2C)c2ccccc12 | 2 | 34 | 18 | -33
24 | CC(=O)c1cc2c(cc1N/C(=N/S(=O)(=O)c1ccccc1)c1ccc(Cl)cc1)OCO2 | -2 | 29 | 27 | 24

No. | 697 NFkB inh | CHOP UPR activ | TIM10 inh | Jurkat NFkB inh
13 | -10 | 0.8 | 1 | -3
14 | -14 | 1.5 | 4 | -6
15 | 29 | 0.5 | 5 | -5
16 | 3 | 2.2 | 1 | -8
17 | 10 | 0.7 | -2 | 11
18 | 14 | -1.1 | -6 | 3
19 | 7 | -0.3 | -7 | 3
20 | -104 | 7.4 | 11 | -105
21 | -20 | 3.0 | -13 | -2
22 | 0 | 2.6 | 20 | 8
23 | 10 | -1.4 | 22 | 8
24 | -21 | 0.3 | 25 | 21

In another format: entries from further up.
The line under a structure holds: XBP1 UPR activ, tim23-1 inh, tim10-1 inh, Mdm2-MdmX inh, 697 NFkB inh, CHOP UPR activ, TIM10 inh, Jurkat NFkB inh
#6 C/C=C/C(=O)OCC(=O)Nc1cccc(Br)c1
→ 2, -19, 3, 33, 8, 2.3, 4, 8
#7 COCc1cc(=O)oc2cc(NS(=O)(=O)c3ccc(C)cc3)ccc12
→ -2, -7, -4, 27, 9, 0.3, -6, 1
#4 COC(=O)CNC(=O)Cn1ccc2ccccc2c1=O
→ 0, -4, 4, 18, -1, 0.0, -6, 13

(further entries)
No. | canonical_smiles | XBP1 UPR activ | tim23-1 inh | tim10-1 inh | Mdm2-MdmX inh
25 | O=[N+]([O-])c1ccc(Oc2ccc(F)cc2Br)c2ccncc12 | 8 | 34 | 33 | 78*
26 | CCCCc1cc(=O)oc2cc(OC(C)C(=O)NCc3ccccn3)c(Cl)cc12 (stereo unspecified) | -3 | 24 | 41* | -3
27 | CCc1ccc(N(C(=O)c2csnn2)C(C(=O)NC(C)(C)CC)c2cccnc2)cc1 (stereo unspecified) | 1 | 13 | 2 | -34
28 | CCNS(=O)(=O)c1ccc(CCC(=O)N2CCN(C(=O)OCC)CC2)cc1 | -4 | -2 | -11 | -10
29 | O=C(CSc1nc(-c2ccccc2Cl)ns1)Nc1ccc2c(c1)OCO2 | -2 | -5 | 3 | -25
30 | O=C1c2ccccc2C(=O)N1CCCc1c[nH]c2ccccc12 | -1 | 14 | -19 | 18
31 | CCOC(=O)N1CCN(S(=O)(=O)c2ccc(C(=O)N(CCCN(C)C)c3nc4c(C)c(C)ccc4s3)cc2)CC1 | 5 | 12 | 33 | 35
32 | COc1ccc(C[C@H]2CN3C(=NC[C@@H]3Cc3ccc(O)cc3)N2C[C@H](C)NC(=O)CCC2CCCCC2)cc1 | 1 | -1 | -6 | 44

No. | 697 NFkB inh | CHOP UPR activ | TIM10 inh | Jurkat NFkB inh
25 | 7 | -2.5 | 19 | 13
26 | -7 | 0.9 | 5 | 10
27 | 1 | 1.5 | 1 | 5
28 | 11 | 1.6 | -3 | 2
29 | -33 | -0.6 | -13 | 10
30 | -10 | 0.2 | 9 | -13
31 | 8 | 2.2 | 14 | -1
32 | 15 | 0.1 | -1 | 9

Screens (PubChem BioAssay)

Rows are unselected, and some 6.6% of all compounds hit somewhere here.
